SRC3 TRFRET art = TR-FRET detection interference compounds, artefact control for PPARgamma SRC-3 recruitment agonists, biochemical, TR-FRET ratio | TR-FRET artefact counter-screen, PPARgamma/SRC-3 format; hits give high values | TR-FRET ratio at 8 µM | hit rate 0.39% among 99,000 | AID 1048, 2008; in the data active means TR-FRET ratio above about 2000; further: inactives centre near 1600
SRC1 TRFRET art = TR-FRET detection interference compounds, primary screen, artefact control for PPARgamma SRC-1 recruitment agonists, biochemical, TR-FRET emission ratio | hit rate 0.34% among 99,000 | TR-FRET ratio at 8 µM | TR-FRET detection artefact counter-screen; hits give high values; in the data active means TR-FRET ratio above about 2300; further: inactives centre near 1800
Starred values were filed as active, the others as inactive.

compound | SRC3 TRFRET art | SRC1 TRFRET art
Cc1cc(N)nc2nc(C(F)(F)F)nn12 | 1405 | 1632
COCCNCC(=O)Nc1nc(C)cs1 | 1597 | 1814
CCn1c(-c2cc(-c3ccc(C)cc3)nc3ccccc23)n[nH]c1=S | 1707 | 1715
CCOC(=O)C(Cc1c(F)cccc1Cl)c1ccnc2nc(N)nn12 (stereo not drawn) | 1672 | 2014
COc1cccc(/C=N/NC(=O)C(=O)NCc2ccco2)c1OC | 1676 | 1969
c1cncc(CSc2nnc3ccc(-c4ccco4)nn23)c1 | 1576 | 1723
CCn1c2ccccc2c2cc(NC(=O)CN(C)CC(=O)Nc3ccc(N4CCOCC4)cc3)ccc21 | 1578 | 1505
CCOC(=O)c1cnn(-c2nc(OCC)cc(OCC)n2)c1C | 1438 | 1644
CC(=O)N/N=C/c1c(C)[nH]n(-c2ccccc2)c1=O | 1506 | 1990
COc1cc(C(=O)NCc2ccc3[nH]c(C)cc3c2)cc(OC)c1OC | 1709 | 1827
COCCNc1ccc(N2C(=O)C3CCCCC3C2=O)cc1[N+](=O)[O-] (stereo not drawn) | 1608 | 1673
Cc1cc(Nc2ccccc2)nc(NCc2ccccc2)n1 | 1747 | 1580
COc1cc(NC(=O)COC(=O)c2n[nH]c3ccccc23)c(C)cc1[N+](=O)[O-] | 1350 | 1730
Cc1ccc(N2C(N)=C(C#N)C(c3cc(CN4CCOCC4)cs3)C3=C2CC(C)(C)CC3=O)cc1 (stereo not drawn) | 1457 | 1699
CC(=O)C1=C(O)C(=O)N(CCCn2ccnc2)C1c1ccc(Cl)cc1 (stereo not drawn) | 1650 | 1693
O=C(Nc1nnc(-c2cccs2)o1)c1cc(-c2ccccc2)nc2ccccc12 | 1656 | 1920
O=C(COC(=O)CNC(=O)c1ccc(Br)cc1)NCCC1=CCCCC1 | 1652 | 1901
COc1cc(NC(=O)Cn2nc(-c3ccc(F)cc3)ccc2=O)ccc1-n1cnnn1 | 1650 | 1798
CC(=O)Nc1ccccc1/C=C/c1ccc2c(C)cc(C)c(O)c2n1 | 1703 | 2118
C=CCN1C(=O)C(Cc2cccc(Cl)c2)SC1=Nc1ccc(C(=O)O)cc1 (stereo not drawn) | 1444 | 1674
COCc1cc(/C=N\NC(=O)c2ccc(Cl)cc2)ccc1OC | 1553 | 2057
O=C(COc1nncc2ccccc12)Nc1ccc(Br)cc1F | 1574 | 1806
CCOC(=O)N1CCN(c2ccc(N3C(=O)CCCC3=O)cc2[N+](=O)[O-])CC1 | 1610 | 1716
O=C1C2=C(C(c3ccccc3)=NCCN2)C(c2cccc([N+](=O)[O-])c2)N1c1ccccc1 (stereo not drawn) | 1594 | 1728
CC(=O)Nc1ccc(N(CC(O)Cn2c3ccccc3c3ccccc32)S(=O)(=O)c2ccc(C)cc2)cc1 (stereo not drawn) | 1762 | 1855
Cc1ccc(NC(=O)c2c3c(nc4ccccc24)CCC3)cc1S(=O)(=O)N(C)C | 1450 | 1844
O=C(N=NC(=O)c1ccco1)c1ccc2c(O)n(N3C(=O)c4ccccc4C3=O)c(O)c2c1 | 1867 | 1876
Cc1cc(C)nc(SC(C)CNS(=O)(=O)c2ccccc2)n1 (stereo not drawn) | 1572 | 1990
CCOc1ccc(NC(=O)NCc2ccco2)cc1 | 1628 | 1642
O=C(CSCc1ccc(Cl)c(Cl)c1)Nc1c[nH]c(=O)[nH]c1=O | 1515 | 1853
O=C(COc1ccc(Br)cc1)Nc1cc(S(=O)(=O)N2CCCCC2)ccc1N1CCCCC1 | 1553 | 1690
Cc1ccccc1OCC(O)CN1CCN(CCN2C(=O)c3cccc4cccc(c34)C2=O)CC1 (stereo not drawn) | 1571 | 1651
Cc1ccc(F)cc1NCC(=O)Nc1ccc(Cl)cc1F | 1325 | 1828
COc1ccc(C)cc1-n1nnnc1SCc1nc2ccccc2c(=O)[nH]1 | 1695 | 1815
COc1c(Cl)cnn(-c2ccccc2)c1=O | 1541 | 1520
Cc1ccc(N2C(=O)C3C4C=CC(CNC(=S)Nc5ccc(F)cc5)(O4)C3C2=O)cc1 (stereo not drawn) | 1879 | 1924
CCOc1ccccc1CNc1ccc(O)cc1 | 1587 | 1687
CCN1CCN(CCOc2ccc(Cl)cc2)CC1 | 1554 | 1947
CCC(=O)N(Cc1ccco1)Cc1cc2cccc(C)c2n2nnnc12 | 1574 | 1644
CCOC(=O)C1CCCN(CCC(=O)Nc2cc(C)cc(C)c2)C1 (stereo not drawn) | 1537 | 2107
[O-]/C(=C(\C(=S)Nc1ccc(SC(F)F)cc1)[n+]1ccccc1)c1ccc(Cl)cc1Cl | 2018 | 1859
COC(=O)c1ccc(OCc2cc(=O)n3ccsc3n2)cc1 | 1419 | 1466
COC(=O)c1ccc(COc2ccc(-c3nnn(CC(=O)NC(C)(C)C)n3)cc2)cc1 | 1479 | 1722
Cc1ccccc1NC(=O)N1CCN(S(=O)(=O)c2ccccc2)CC1 | 1544 | 1650
COc1cccc(NC(=O)COC(=O)COc2ccccc2[N+](=O)[O-])c1 | 1459 | 1678
Oc1oc(-c2ccccc2Br)nc1C=Nc1ccc(Br)cn1 | 1653 | 1959
OCCNCc1cc(Br)ccc1OCc1ccccc1Cl | 1488 | 1774
Cc1ccc(CNC(=O)c2ccc[nH]2)cc1 | 1588 | 1717
COc1ccc(NC(=O)Nc2nnc(N3CCC(C)CC3)s2)cc1OC | 1653 | 1670
Cc1[nH]c2ccccc2c1C(=O)COC(=O)CCS(=O)(=O)c1ccccc1Cl | 1833 | 1811

Filtered by structure: the compounds so far with a nitro group on carbon
compound | SRC3 TRFRET art | SRC1 TRFRET art
COCCNc1ccc(N2C(=O)C3CCCCC3C2=O)cc1[N+](=O)[O-] (stereo not drawn) | 1608 | 1673
COc1cc(NC(=O)COC(=O)c2n[nH]c3ccccc23)c(C)cc1[N+](=O)[O-] | 1350 | 1730
CCOC(=O)N1CCN(c2ccc(N3C(=O)CCCC3=O)cc2[N+](=O)[O-])CC1 | 1610 | 1716
O=C1C2=C(C(c3ccccc3)=NCCN2)C(c2cccc([N+](=O)[O-])c2)N1c1ccccc1 (stereo not drawn) | 1594 | 1728
COc1cccc(NC(=O)COC(=O)COc2ccccc2[N+](=O)[O-])c1 | 1459 | 1678

Further compounds.
compound | SRC3 TRFRET art | SRC1 TRFRET art
COc1ccc(-n2c(SCC(=O)Nc3cc(C)on3)nc3ccccc3c2=O)cc1Cl | 1649 | 1738
Cc1ccc(CSc2nn3c(=O)c(C)nnc3s2)cc1 | 1298 | 1679
Cc1cccc(-n2nnnc2SCC(=O)N(CC(C)C)c2c(N)n(CC(C)C)c(=O)[nH]c2=O)c1 | 1600 | 1695
COc1ccc(Oc2ccc(N/C=C3/CCCC3=O)cc2)cc1 | 1822 | 1933
O=C(COC(=O)c1nc(Cl)ccc1Cl)c1ccc(Cl)s1 | 1584 | 1989
Cc1no[n+]([O-])c1COc1ccc(/C=C(\C#N)C(N)=O)cc1 | 1726 | 1979
COc1cccc(NC(=S)NC2CC3CCCC(C2)N3CC(C)C)c1 (stereo not drawn) | 1664 | 1697
CCN(CC)S(=O)(=O)c1cccc(C(=O)Oc2cccc(NC(=O)c3cccs3)c2)c1 | 1721 | 1650
O=C(/C(=C/O)N=Nc1ccccc1)c1ccc(Cl)cc1 | 1628 | 1894
CCO[C@@H]1OC(C(=O)N2CCOCC2)=C[C@H](c2cn(C(C)=O)c3ccccc23)[C@H]1CCCO | 1536 | 1602

Of the compounds above, these contain a cyano group.
compound | SRC3 TRFRET art | SRC1 TRFRET art
Cc1ccc(N2C(N)=C(C#N)C(c3cc(CN4CCOCC4)cs3)C3=C2CC(C)(C)CC3=O)cc1 (stereo not drawn) | 1457 | 1699
Cc1no[n+]([O-])c1COc1ccc(/C=C(\C#N)C(N)=O)cc1 | 1726 | 1979

Other compounds follow:
compound | SRC3 TRFRET art | SRC1 TRFRET art
CC(C)(C)[C@H]1C=C(C(=O)N2CCOCC2)O[C@@H](OCc2ccc(CO)cc2)C1 | 1294 | 1610
Cc1ccc(CNC(=O)CSc2nc3c(sc4ccccc43)c(=O)n2CCCN2CCCC2)cc1 | 1619 | 1753
Cn1cc(CN2CC3C[C@@H]4CC2C[C@H](C3)C4)c(-c2ccc3c(c2)OCCO3)n1 | 1465 | 1730
CCN(CC)CCNC(=O)C(=O)NCC1OCCN1S(=O)(=O)c1ccc([N+](=O)[O-])cc1 (stereo not drawn) | 1403 | 1888
O=C(CSc1ncnc2c1oc1ccccc12)Nc1ccccc1C(F)(F)F | 1851 | 2040
S=C(Nc1ccccc1Cl)NC1CCCCCC1 | 1592 | 1638
c1cncc(Nc2nc(-c3cccnc3)cs2)c1 | 1608 | 2018
O=C(O)CCC(=O)Nc1ccccc1Oc1ccccc1 | 1436 | 1710
CC(=O)c1c(C(C)=O)c(C)n(-c2cccc([N+](=O)[O-])c2)c1C | 1639 | 1714
Cc1ccc(OCCn2cc(/C=C(\C#N)C(=O)NCC3CCCO3)c3ccccc32)cc1C (stereo not drawn) | 1485 | 1560
Cc1ccc(C2CC(c3ccccc3)n3ncnc3N2)cc1 (stereo not drawn) | 1697 | 2039
Cn1cc(/C=N/NC(=O)c2ccc(C#N)cc2F)c2ccccc21 | 1644 | 1848
CCOC(=O)c1c(N)sc(C(=O)N(CC)CC)c1C | 1632 | 1582
Cc1ccccc1C(=O)Nc1ccc(C(=O)N/N=C/c2ccc(F)cc2)cc1 | 1961 | 1673
OCCNc1ncnc2c1sc1nc(N3CCOCC3)c3c(c12)CCC3 | 1582 | 1664
NC(=O)c1c(NC(=S)Nc2ccc(F)cc2)sc2c1CCCC2 | 1804 | 2150
Cc1nn(-c2ccc(F)cc2)c(C)c1CN1CCN(CCc2ccccc2)C(CCO)C1 (stereo not drawn) | 1401 | 1804
CCn1c(=O)c(C(=O)CN2CCN(S(=O)(=O)c3cc(C)ccc3C)CC2)c(N)n(Cc2ccccc2)c1=O | 1690 | 1831
O=c1[nH]c(-c2ccc(Cl)cc2)cs1 | 1522 | 1739
CC(=O)c1cccc(-n2nnnc2SCC(=O)NNC(=O)C2CCCCC2)c1 | 1657 | 1814
COc1ccc(/C=N/NC(=O)Nc2cccc3nsnc23)cc1OC | 1388 | 1711
CCCn1c(CCc2ccccc2)n[nH]c1=S | 1520 | 1638
CCc1ccc(N(C(=O)c2csnn2)C(C(=O)NC(C)(C)CC)c2ccccn2)cc1 (stereo not drawn) | 1611 | 1798
COC(=O)COc1ccc(S(=O)(=O)NCCC2=CCCCC2)cc1C | 1671 | 1860
Cc1nc2c(C(=O)NCc3cccs3)cnn2c(C)c1Cc1ccccc1 | 1533 | 1669
O=C(NCCc1ccccc1)C(NS(=O)(=O)c1cccc2nsnc12)c1ccccc1 (stereo not drawn) | 1677 | 2014
COc1ccc(C2SCCN2C(=S)Nc2cccc(C(F)(F)F)c2)cc1 (stereo not drawn) | 1770 | 1657
CCOC(=O)N1CCN(C(=O)/C(=C/c2ccc(Cl)cc2)NC(=O)c2ccccc2)CC1 | 1753 | 1845
O=C(C1=NN[C@@H]2C(=O)N(c3cccc(C(F)(F)F)c3)C(=O)[C@H]12)c1ccc2ccccc2n1 | 1472 | 1573
O=C(CNC(=O)c1ccccn1)N/N=C/c1ccc2c(c1)OCO2 | 1520 | 1804
CCC1=NN(C(=O)c2cccc(Br)c2)C(O)(c2ccc(Br)cc2)C1 (stereo not drawn) | 1584 | 1814
C=CCN1CN=C(NS(=O)(=O)c2ccc(NC(C)=O)cc2)NC1 | 1564 | 1609
CCOC(=O)/C(=C\C=C\c1ccccc1)NC(=O)c1ccccc1 | 1762 | 2298
CC(=O)Nc1ccc(S(=O)(=O)/N=C2/NC(=O)/C(=C\c3ccco3)S2)cc1 | 1570 | 2014
COc1ccc(NC(=S)NNS(=O)(=O)c2ccc3ccccc3c2)c(OC)c1 | 1641 | 1654
CC/C(=C1/C(=O)CC(C)(C)C(C(=O)OC)C1=O)N1CCCC1 (stereo not drawn) | 1379 | 1670
COc1cccc(-c2cc(=O)c3cc(NC(C)=O)ccc3[nH]2)c1 | 1728 | 1708
CC(Oc1ccc(Cl)cc1)C(=O)Nc1sccc1C(N)=O (stereo not drawn) | 1689 | 1762
Cc1ccc(CNC(=O)CSCc2cccc(F)c2)cc1 | 1817 | 1698
CCc1nnc(NC(=O)c2csc3c2CCC(C)C3)s1 (stereo not drawn) | 1435 | 1643
CC(C)/C=N\NC(=O)CCCCC(=O)N/N=C/C(C)C | 1715 | 1771
C=CCC1C=C(Cc2ccccc2)CC(CC=C)N1 (stereo not drawn) | 1375 | 1755
CN(C(=O)c1ccccc1C(=O)OCC(=O)NCc1ccccc1)C1CCCCC1 | 1590 | 1793
CCn1cc(CNC(=O)c2cc(-c3cc(OC)ccc3OC)nc3ccccc23)c(C)n1 | 1554 | 1804
CCN(CC)CCN(C(=O)c1ccc(N2C(=O)CCC2=O)cc1)c1nc2cc3c(cc2s1)OCCO3 | 1583 | 1567
COc1ccc(N2CCN(C(=O)CCc3c[nH]c4ccccc34)CC2)cc1 | 1583 | 1722
O=C(COC(=O)CNC(=O)C1CCCCC1)Nc1ccc2c(c1)OCCO2 | 1559 | 1894
S=C1NCCNC(=S)NCCOCCOCCOCCN1 | 1568 | 1796
O=C(NNC(=O)C1CCCO1)c1ccc(Br)cc1 (stereo not drawn) | 1730 | 1973
COc1ccc(OCC(=O)Nc2ccc(N3CCOCC3)cc2)c([N+](=O)[O-])c1 | 1596 | 1736
Cc1nnc(SCc2cc([N+](=O)[O-])cc3c2OCOC3)n(N)c1=O | 1656 | 1936

This is a subset; count on the stated rates, not on these rows.
